From PubChem
T cell modulator = T cell immune modulators affecting CD8 T cell-vesicle binding | 2C CD8+ T cell-vesicle binding, flow cytometry; active compounds read low | calls only at 7 µM | 330,000 compounds, 0.068% hits;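 active = response, share of CD8 T cells binding vesicles, and their 90th percentile fluorescence all below set limits, cut at about 80% in these data, passing the limit was not always enough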
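material = purified 2C TCR transgenic mouse naive CD8+ T cells | controls = Unloaded micro-vesicles (low), QL9 vesicles with 0.7% DMSO (high) | detection = cytometric PE anti-B7-1 and Alexa647 anti-CD8 signals after 1% paraformaldehyde fixation | incubation = binding step 1.5 h, 37 °C, antibody labelling 20 min, ice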
bCat nuc transl = alters nuclear translocation of beta-catenin in HeLa cells. 190,000 compounds, 0.3% hits. AID 1665. immunofluorescence imaging. nuclear translocation activity, % at 5 µM;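 active = nuclear translocation activity above 50% at 5 µM, with a well cell count of 50 or more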;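 also: per-cell ratio of nuclear to cytoplasmic median beta-catenin stain intensity; plate controls were DMSO negative control for no effect and GSK-3 inhibitor IX positive control for full effect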
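Read-out: Nuclear/cytoplasmic beta-catenin signal ratio, % activation | Assay system: Human HeLa cell line | Times: 24 h compound exposure at 37°C, 5% CO2 | Signal: Fluorescence imaging of beta-catenin antibody stain plus DAPI | Dosing: 5 µM primary, 0.02–20 µM confirmation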
WT yeast gro inh = growth inhibition of WT yeast, mitochondrial fusion screen | mitochondrial fusion phenotypic screen, WT strain | inhibition, % at 10 µM | AID 1362 | 190,000 compounds, 2.1% hits; in the data active = inhibition above about 58%; tested in S. cerevisiae
West Nile virus CPE = inhibition of WNV-induced cytopathic effect – cell-based, CPE readout (AID 1621); West Nile virus-infected cells, CPE inhibition; higher % means a stronger effect; CPE inhibition, % at 10 µM; hits with a dose series show IC50 in µM; 290,000 compounds, 0.02% hits; in the data active = a potency from the dose series; also: strong numbers were not always called active
Myeloid diff MLP = promotes myeloid progenitor differentiation; ER-HoxA9 myeloid progenitors, lysozyme-GFP differentiation, flow cytometry; calls only at 10 µM; 360,000 compounds, 1% hits;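 active = normalized GFP-positive differentiation at or above the plate's own cutoff, the solvent-only control mean plus 3 SD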;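 also: cells exposed to compound for four days before flow analysis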
Ins promoter up = MIN6 insulin promoter up-regulation; MIN6 insulin promoter-GFP reporter, high-content imaging; active compounds read high; z-score at 5 µM; 190,000 compounds, 0.3% hits; AID 1625;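 active = z-score above 3 at 5 µM with at least 500 cells counted in the well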
MT stabilizer = microtubule stabilization, imaging screen. HeLa tubulin immunostaining HCS, 24 h; share of cells brighter than vehicle mean+2SD. % tubulin-high responders, % at 10 µM. 200,000 compounds, 0.83% hits;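 active = plate Z-score above 3 for both tubulin-high and condensed-nucleus cell shares, with cell loss under 80%, at 10 µM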;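 also: anti alpha tubulin signal scored within the nucleus-defined area of each cell; some results filed as inactive read as strong as hits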
Hep lipid drop = hepatic lipid droplet formation modulation; AID 1656; AML12 mouse hepatocytes, oleate lipid droplets, BODIPY imaging; inhibition, % at 6.5 µM; 240,000 compounds, 0.4% hits;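 active = lipid droplet intensity inhibited by at least 50%, with more than 500 cells counted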
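System: AML12 hepatocytes (mouse). Probe or stimulus: oleic acid at 100 µM to induce lipid droplet formation. Times: overnight treatment with compound plus oleate. Detection: Image-based BODIPY and DAPI two-channel analysis. Evaluation: percent inhibition of filter-corrected integrated lipid droplet intensity per well.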
Autophagy HCS = alters autophagy in cells; MEF GFP-LC3 puncta imaging; test concentration mostly 10 µM; calls only at 10 µM (by protocol); 190,000 compounds, 0.98% hits;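 active = percentage of spot-positive cells more than 3 SD above its plate mean, without a fluorescence outlier flag or 80% toxicity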;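 also: spot-positive cell cutoff set from DMSO-treated cells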
WT yeast gro inh mutant strain = second read-out of WT yeast gro inh, no call of its own (marks repeat the call); inhibition, %; mitochondrial fusion phenotypic screen, mutant strain inhibition
Ins promoter up cell count = recorded beside Ins promoter up, whose call it bears; cell count; measured here: cytotoxicity, nuclei count;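 total cells summed across four imaged fields per well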
Hep lipid drop cells 6.5 µM = further read-out of Hep lipid drop, marked with its call; cell count; measured here: cell count, cytotoxicity flag;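 cells counted across two imaged fields per well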
bCat nuc transl cell count 5 µM = further read-out of bCat nuc transl, marked with its call; cell count; measured here: cell count, cytotoxicity flag
T cell modulator vesicle-bound % = second read-out of T cell modulator, no call of its own (marks repeat the call); double positive events, %; measured here: CD8+ vesicle-bound cell fraction;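 binding gate set so that unloaded-vesicle control wells show 10% double positive cells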
MT stabilizer Hoechst-high % = recorded beside MT stabilizer, whose call it bears; % Hoechst-high responders; measured here: nuclear condensation Hoechst responders;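 share of cells brighter than vehicle mean plus two SD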
MT stabilizer cytotoxicity % = recorded beside MT stabilizer, whose call it bears; toxicity, %; measured here: cytotoxicity by cell density;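 0% = mean cell density of plate MIN control wells and 100% = no cells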
Autophagy HCS cell loss 18 h = second read-out of Autophagy HCS, no call of its own (marks repeat the call); toxicity, %; measured here: cell loss, nuclei count;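 cell loss after 18 h compound exposure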
Myeloid diff MLP GFP+ MAC1+ % = second read-out of Myeloid diff MLP, no call of its own (marks repeat the call); GFP+ MAC1+ double positive, %; measured here: differentiation confirmed by MAC1 staining
* marks the source's active call; other numbers are inactive results; i = inactive; . = not tested or not shown.

Results follow in this order: T cell modulator, T cell modulator vesicle-bound %, bCat nuc transl, bCat nuc transl cell count 5 µM, WT yeast gro inh, WT yeast gro inh mutant strain, West Nile virus CPE, Myeloid diff MLP, Myeloid diff MLP GFP+ MAC1+ %, Ins promoter up, Ins promoter up cell count, MT stabilizer, MT stabilizer Hoechst-high %, MT stabilizer cytotoxicity %, Hep lipid drop, Hep lipid drop cells 6.5 µM, Autophagy HCS, Autophagy HCS cell loss 18 h
COc1ccc(NC(=O)C2C(=O)NC3(C)CC2c2ccccc2O3)cc1 (stereo unspecified)
→ i, 42, -6.5, 932, -9, -7, -0.1%, i, 0.9, 0.73, 1487, 2.6, 2.5, 1.4, ., ., i, -7
O=C(Cc1ccccc1[N+](=O)[O-])Nc1ccc2c(c1)OCO2
→ i, 61, 0.2, 1507, -2, -1, -1.0%, i, 1.1, 0.46, 1478, 2.7, 1.3, 5.8, -15, 603, i, -18
Cc1oc2ccc(O)cc2c1C(=O)c1ccccc1
→ i, 54, ., ., ., ., -0.3%, i, 0.7, ., ., ., ., ., -10, 813, ., .
C=CCn1c(SCC(=O)Nc2ccccc2OC)nnc1-c1ccccn1
→ i, 30, -1.3, 1215, 8, -3, -0.5%, i, 1.7, ., ., 24*, 19*, 15*, 10, 735, i, 3
Cc1c(Br)c([N+](=O)[O-])nn1CC(=O)NCCc1ccc(Cl)cc1
→ i, 42, -2.8, 1107, 3, 6, -0.6%, i, 0.5, 0.14, 1647, 2.4, 2.2, 6.2, -9, 705, i, 5
CC1Cc2ccccc2N1S(=O)(=O)c1c(N)n(C)c(=O)n(C)c1=O (stereo unspecified)
→ i, 58, 1.1, 1076, 5, -5, 1.1%, i, 0.1, 1, 1224, 3.1, 3.2, 7.7, 5, 695, i, -5
Cc1cccc(NC(=O)CSc2nccn2Cc2ccco2)c1C
→ i, 15, ., ., ., ., -1.2%, i, 0.8, ., ., ., ., ., -2, 861, ., .
Cc1ccc(N2C(=O)C3NN=C(C(=O)OCc4ccccc4)C3C2=O)c(C)c1 (stereo unspecified)
→ i, 21, -1.4, 505, -19, -8, 0.2%, i, 0.5, 0.09, 1335, 4.4, 2.4, 7.3, -10, 646, i, 1
COc1ccc(NC(=O)C2C3C=CC4(O3)C2C(=O)N(CCN2CCCCC2C)C4C(=O)NC2CCCC(C)C2C)cc1 (stereo unspecified)
→ i, 18, ., ., ., ., 0.1%, i, 0.9, ., ., ., ., ., -1, 838, ., .
CCS(=O)(=O)c1ccc(O)c(NC(=O)Nc2ccccc2)c1
→ i, 72, 0.2, 1381, 5, 23, -0.1%, i, 3.9, 0.14, 1729, 4.1, 2.9, 4.9, ., ., i, 10
C/C(=N\O)C(=O)NCC1CCNCC1
→ i, 57, 0.1, 757, -19, -10, -0.1%, i, 0.4, 1.6, 1467, 6.6, 2.5, 7.9, ., ., i, 13
Cc1n[nH]c(C)c1S(=O)(=O)N1CCCCCC1
→ i, 38, -4.0, 1271, -11, -3, 0.0%, i, 1.4, -0.64, 947, 1.7, 1.6, 13, -2, 766, i, 7
CCn1cc(CN2CCC(C(=O)Nc3cccc(-c4cccc(Cl)c4)c3)CC2)c(C)n1
→ i, 58, ., ., ., ., -1.8%, i, 0.6, ., ., ., ., ., -7, 812, ., .
Cc1ccc(-c2csc(NC(=O)CCNC(=O)c3ccccc3Cl)n2)cc1
→ i, 56, ., ., 39, 18, -1.9%, i, 0.3, -0.25, 1211, 3.5, 2.4, 11, 9, 632, i, 0
COc1ccc(CNC(=O)Nc2cc(C)ccc2C)cc1
→ i, 50, -0.5, 1040, 18, 1, 0.2%, i, 0.3, 0.1, 1551, 4.2, 2.0, 0.3, -15, 696, i, 15
CCN(CC)CCNc1nc(SC)nc2sc3c(c12)CCN(C)C3
→ i, 46, ., ., ., ., -0.6%, i, 1.2, ., ., ., ., ., 40, 681, ., .
CCc1nc2c3cnn(-c4cc(Cl)ccc4C)c3ncn2n1
→ i, 60, -0.4, 1187, -4, -4, -0.2%, i, 1.2, 0.26, 1086, 1.8, 3.0, 9.4, ., ., i, -11
Cc1cc(C)c(C)c(OCCNCc2ccccc2)c1
→ i, 68, ., ., ., ., -0.8%, i, 0.6, ., ., ., ., ., -1, 835, ., .
COc1ccc(-c2c(NC(=O)c3ccco3)oc3c(C)cccc3c2=O)cc1
→ i, 31, ., ., ., ., 0.8%, i, 0.8, ., ., ., ., ., -2, 714, ., .
CCOC(=O)C(c1ccccc1)C(Nc1ccc(F)cc1)c1ccccn1 (stereo unspecified)
→ i, 28, -1.7, 1086, ., ., -0.4%, i, 1.3, -0.47, 1455, ., ., ., -4, 731, ., .
COc1ccc(OCC(O)CN2CCOCC2)cc1 (stereo unspecified)
→ i, 31, ., ., ., ., 0.0%, i, 0.5, ., ., ., ., ., -3, 778, ., .
COc1ccc(OC)c(/C=C/C(=O)N(C)CC(=O)Nc2cc(C)ccc2C)c1
→ i, 24, 4.2, 556, -5, -1, 0.5%, i, 0.4, 0.21, 1309, 2.7, 2.4, 4.4, 60*, 741*, i, -3
COc1ccc(-n2ncc3c(NCCCn4ccnc4)ncnc32)cc1
→ i, 41, -4.8, 1289, 0, -2, -0.8%, i, 2.1, ., ., 1.6, 3.5, 12, -3, 774, i, 2
O=C(c1cc[n+]([O-])cc1)N1CCCC(N2CCN(c3cccc(C(F)(F)F)c3)CC2)C1 (stereo unspecified)
→ i, 34, ., ., ., ., -0.7%, i, 0.6, ., ., ., ., ., 3, 825, ., .
O=C(Nc1nc2ccccc2s1)C1CC(=O)N(c2ccc(Cl)cc2)C1 (stereo unspecified)
→ i, 57, ., ., 42, 37, 0.1%, i, 0.4, -2, 869, 1.3, 1.0, 7.2, 8, 689, i, 2
CC1(C)CC(=O)C(N=Nc2ccc3ncsc3c2)=C(O)C1
→ i, 26, -0.6, 1219, 0, 10, -0.1%, i, 0.7, 0.85, 1161, 3.4, 2.5, 4.6, 15, 716, i, -1
O=C(Cn1ccc2ccccc2c1=O)NCCC(=O)NC1CCN(Cc2ccccc2)CC1
→ i, 65, ., ., 6, 4, 0.1%, i, 0.7, 0, 1077, 2.2, 1.8, 10, -3, 750, i, 6
Cc1ccc(CNC(=O)c2ccc(CNc3c(N4CCCC4)c(=O)c3=O)cc2)cc1
→ i, 35, ., ., -5, 0, -0.1%, i, 1.9, 1.6, 860, 4.5, 3.0, 2.3, ., ., i, 5
CCCC(NC(=O)Cc1c(C)c2cc3c(C)c(C)oc3c(C)c2oc1=O)C(=O)N[C@@H](Cc1ccccc1)C(=O)O (stereo partly specified)
→ i, 32, ., ., ., ., 1.4%, i, 2.1, ., ., ., ., ., 1, 787, ., .
Cc1ccc(S(=O)(=O)CC(=O)Nc2cc(C)on2)cc1
→ i, 40, ., ., ., ., -0.1%, i, 0.7, ., ., ., ., ., -14, 821, ., .

Two of these compounds in a different format.
Structure,T cell modulator,T cell modulator vesicle-bound %,bCat nuc transl,bCat nuc transl cell count 5 µM,WT yeast gro inh,WT yeast gro inh mutant strain,West Nile virus CPE,Myeloid diff MLP,Myeloid diff MLP GFP+ MAC1+ %,Ins promoter up,Ins promoter up cell count,MT stabilizer,MT stabilizer Hoechst-high %,MT stabilizer cytotoxicity %,Hep lipid drop,Hep lipid drop cells 6.5 µM,Autophagy HCS,Autophagy HCS cell loss 18 h
O=C(Cn1ccc2ccccc2c1=O)NCCC(=O)NC1CCN(Cc2ccccc2)CC1,i,65,.,.,6,4,0.1%,i,0.7,0,1077,2.2,1.8,10,-3,750,i,6
Cc1ccc(CNC(=O)c2ccc(CNc3c(N4CCCC4)c(=O)c3=O)cc2)cc1,i,35,.,.,-5,0,-0.1%,i,1.9,1.6,860,4.5,3.0,2.3,.,.,i,5

More results
Results follow in this order: T cell modulator, T cell modulator vesicle-bound %, bCat nuc transl, bCat nuc transl cell count 5 µM, WT yeast gro inh, WT yeast gro inh mutant strain, West Nile virus CPE, Myeloid diff MLP, Myeloid diff MLP GFP+ MAC1+ %, Ins promoter up, Ins promoter up cell count, MT stabilizer, MT stabilizer Hoechst-high %, MT stabilizer cytotoxicity %, Hep lipid drop, Hep lipid drop cells 6.5 µM, Autophagy HCS, Autophagy HCS cell loss 18 h
COc1ccc(/C=C/C(=O)NCc2ccccn2)cc1
→ i, 48, -0.3, 983, -7, -5, -0.2%, i, 0.6, 0.03, 1268, 2.2, 4.2, 12, 0, 635, i, -6
COC(=O)c1cc(C(=O)OC)cc(S(=O)(=O)Nc2ccc(Cl)c(N)c2)c1
→ i, 33, 0.9, 1101, -3, -2, -0.4%, i, 0.6, -0.13, 1386, 1.0, 1.0, 12, ., ., i, 5
Cc1nnc(SCc2cccc3ccccc23)n(N)c1=O
→ i, 26, -1.6, 1081, -54, -39, -0.2%, i, 0.2, -0.19, 1563, 3.6, 3.0, 5.8, -6, 642, i, -8
CC#CC[N+](C)(C)CC(=O)c1ccccc1
→ i, 26, -0.2, 1237, ., ., 0.2%, i, 0.2, 0.26, 999, ., ., ., 8, 677, ., .
O=C(CSc1ccc(-c2ccccn2)nn1)N1CCCCC1
→ i, 51, -1.2, 1092, -5, -7, -0.8%, i, 0.3, 0.21, 1261, 2.4, 1.8, 6.2, 3, 689, i, 0
CSc1nc2nc3c(c(=O)n2[nH]1)CCCC3
→ i, 51, -0.9, 1030, -8, -13, 0.2%, i, 0.9, -0.26, 1758, 3.4, 1.8, 6.1, 7, 695, i, 4
Cc1c(NC(=O)OC(C)C)sc(=S)n1C
→ i, 63, 0.4, 1235, -7, 3, 0.1%, i, 7.6, 0.03, 1203, 2.6, 1.7, 1.5, 5, 711, i, 4
